HCV inh – HCV inhibition; Huh7.5.1 HCVcc-Cre infection, luciferase reporter, 44 h; Potency, µM (series often up to 41.8 µM), inactives show at the highest dose activity change, negative = inhibition, most hits filed as inhibitors; 3.4% of 340,000 active; note: potency is the fitted concentration of half-maximal effect; % is set by controls: 0 for no effect and ±100 for the full control effect
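Cells seeded at 1,000/well and cultured 4 h, then compounds added followed by HCVcc-Cre virus (~0.5 moi). After 44 h further culture, luciferase substrate was added, plates held 15 min at room temperature, and luminescence read for 15 sec.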
CHX counter – counter-screen hit for Shiga toxin inhibitors, cycloheximide; AID 2314; cell reporter, cycloheximide protein synthesis inhibition counterscreen; 12% of 300,000 active; max response, %; in the data active = max response mostly above about 13%, no sharp cut-off; inactive = mostly below about 14%; note: read at 38.3 µM for the half of the compounds with a filed dose; 0% is about no effect
LmPK inhibitor – blocks Leishmania mexicana pyruvate kinase activity; Potency, µM (top dose mostly 57.5 µM), inactives show top-dose activity change, negative = inhibition, usual class: inhibitors; purified LmPK, Kinase-Glo ATP luminescence, 1 h; Q27686; 0.37% of 290,000 active; note: potency is the fitted concentration of half-maximal effect; % is set by controls: 0 for no effect and ±100 for the full control effect
Target sequence (Q27686 whole entry, looked up): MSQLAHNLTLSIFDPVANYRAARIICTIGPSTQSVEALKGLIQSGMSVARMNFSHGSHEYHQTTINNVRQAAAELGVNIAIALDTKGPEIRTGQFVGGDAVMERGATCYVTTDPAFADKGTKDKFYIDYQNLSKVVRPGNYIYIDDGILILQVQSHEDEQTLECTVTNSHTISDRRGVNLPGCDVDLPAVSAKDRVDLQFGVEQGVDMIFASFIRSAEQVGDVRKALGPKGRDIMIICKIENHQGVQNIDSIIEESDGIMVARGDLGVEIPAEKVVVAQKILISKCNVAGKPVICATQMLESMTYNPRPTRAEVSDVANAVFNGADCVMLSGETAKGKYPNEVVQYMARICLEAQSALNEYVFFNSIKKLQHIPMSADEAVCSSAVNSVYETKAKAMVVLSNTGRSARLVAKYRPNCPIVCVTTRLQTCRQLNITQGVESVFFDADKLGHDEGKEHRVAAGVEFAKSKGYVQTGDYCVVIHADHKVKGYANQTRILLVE
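0.1 nM LmPK, 0.5 mM PEP, 0.1 mM ADP; 50 mM imidazole pH 7.2, 7 mM MgCl2, 50 mM KCl; 1 h RT. Kinase-Glo luminescence readout, normalized to no-enzyme (full inhibition) and uninhibited wells.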
Shiga toxin inh – Shiga toxin inhibition; 9.2% of 290,000 active; Vero cells, Shiga toxin protein synthesis inhibition reporter; AID 2315; inhibition, % at 38.7 µM; in the data active = inhibition mostly above about 28%, no sharp cut-off; inactive = mostly below about 43%; note: 0% is about no effect
Pf growth 96h – inhibits malaria parasite growth, 96 h | P. falciparum luciferase reporter growth, 96 h | Potency, µM (titrated, usually from 28.7 µM), for inactives: at the highest dose activity change, negative = inhibition, usual class: inhibitors | 6.9% of 320,000 active | AID 504834; note: potency is the fitted concentration of half-maximal effect; % is set by controls: 0 for no effect and ±100 for the full control effect
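Two parasite generations (96 h, 37 C, 5% CO2) of compound exposure in infected erythrocytes (0.05% parasitemia, 2% hematocrit). Luciferase-reporter P. falciparum; decreased luminescence indicates inhibited growth, aimed at apicoplast-acting delayed death.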
Pf growth 48h – inhibits P. falciparum growth in the first generation, 48 h. P. falciparum luciferase growth in erythrocytes, 48 h. Potency, µM (highest dose often 28.7 µM), for inactives: top-dose activity change, negative = inhibition, actives largely listed as inhibitors. 5.9% of 310,000 active. AID 504832; note: potency is the fitted concentration of half-maximal effect; % is set by controls: 0 for no effect and ±100 for the full control effect
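Luciferase-expressing P. falciparum in infected erythrocytes (2% hematocrit, 0.1% parasitemia final) in RPMI 1640/0.5% Albumax were exposed to compound for 48 hours at 37 C, 5% CO2; growth read as luminescence.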
Tb PYK inh – blocks Trypanosoma brucei pyruvate kinase; TbPYK enzyme, Kinase-Glo Plus ATP luminescence, 45 min; Potency, µM (series often up to 76.8 µM), for inactives: at the top dose activity, negative = inhibition, actives largely listed as inhibitors; 0.12% of 410,000 active; AID 624173; note: potency is the fitted concentration of half-maximal effect; % is set by controls: 0 for no effect and ±100 for the full control effect; nearly all actives have a fitted effect of over 50% in size
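Assay buffer: 50 mM TEA pH 7.2, 100 mM KCl, 10 mM MgCl2, 0.05% BSA, 0.01% Tween-20. Pyruvate kinase from T. brucei plus substrate met compound, then ADP (130 uM final). Luminescence was read post 45 min RT.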
Starred values were filed as active, the others as inactive; ? = inconclusive; nt = no result given; + = active, no number; & = joins results of further samples; [ ] = remark or other dose. Unless noted, calls come from the whole dose curve; as a rule, active = well fitted curve in the direction sought with a large enough effect; inconclusive = small, poorly fitted or top-dose-only effect, or another doubt; inactive = no such curve, though single readings can be large; an effect the other way counts as inactive or inconclusive. This is a random part of the collection (roughly 24% active in at least one column).

| Molecule | Shiga toxin inh | Pf growth 96h | HCV inh | Pf growth 48h | CHX counter | LmPK inhibitor | Tb PYK inh |
| --- | --- | --- | --- | --- | --- | --- | --- |
| Cc1ccc2occ(CN3CC4CC(C3)c3cccc(=O)n3C4)c(=O)c2c1 (configuration not stated) | 18 | -10% | -3% | 11% | -2 | 6% | 0% |
| C=C1C(=CC=C2CCC[C@@]3(C)[C@@H]2CC[C@H]3[C@H](C)CCCC(C)C)C[C@@H](O)C[C@@H]1O | nt | ? | nt | ? | nt | nt | -18% |
| O=C(Nc1cccs1)Nc1ccccc1Cl | 78* | ? | -20% | nt | 75* | 5% | 0% |
| CCOc1ccccc1NC(=O)COc1coc(CN2CCCc3ccccc32)cc1=O | nt | ? | 13µM* | 13µM* | nt | nt | 1% |
| O=C(Nc1nc(-c2ccc(F)c(F)c2)cs1)c1cnccn1 | 16 | 38%[activator] | 9% | 8% | 3 | -4% | 2% |
| COc1ccc(/C=C/c2nc(S(=O)(=O)c3ccccc3)c(NCCCN(C)C)o2)cc1OC | 9 | ? | 7% | 12µM* | 5 | -3% | 8% |
| CC1CCCCN1C(=O)Cn1c(=O)oc2cc(S(=O)(=O)N3CCCC3)ccc21 (configuration not stated) | 6 | ? | 1% | -9% | 3 | -1% | -8% |
| CN(C)c1nc(C(N)=O)nc(N2CCOCC2)n1 | -10 | -24% | 8% | nt | -7 | 0% | 5% |
| O=C(NCCN1CCOCC1)c1ccc(CS(=O)(=O)Cc2ccccc2F)o1 | -23 | nt | 17% | -1% | -3 | -3% | -4% |
| O=C(OC1CCCCC1=O)c1cc(=O)c2ccccc2o1 (configuration not stated) | -10 | 0% | 11% | 17% | -3 | 3% | -1% |
| CC(NC(=O)CSCc1ccccc1Br)c1ccccc1 (configuration not stated) | 22 | -1% | 8% | 0% | 9 | 1% | 3% |
| CN(CCO)c1ccc(-c2n[nH]c(=O)c3ccccc23)cc1[N+](=O)[O-] | -5 | 28% | -12% | ? | -2 | 8% | 3% |
| CCCN(CC(=O)Nc1cc(Cl)ccc1Cl)C(=O)/C=C/c1ccco1 | 126* | ? | ? | ? | 55* | 4% | -2% |
| Cc1ccc(NC(C#N)c2ccccc2OCc2ccccc2)cc1 (configuration not stated) | 22 | ? | 21% | -19% | 17 | -1% | -2% |
| COc1ccc(N(CC(=O)Nc2ccc(S(=O)(=O)N3CCOCC3)cc2)S(=O)(=O)c2ccc(F)cc2)cc1 | 3 | -1% | 14µM* | 13µM* | -2 | 4% | -13% |
| CN1CCN(c2ccccc2NC(=O)C(Cc2ccccc2)n2cccc2)CC1 (configuration not stated) | 3 | ? | 7% | 10µM* | -3 | 6% | -3% |
| CC(=O)C1=C(O)CC(c2ccccc2)CC1=NCCc1c(C)[nH]c2ccc(C)cc12 (configuration not stated) | 9 | ? | 2% | ? | 4 | 1% | 3% |
| CC1(c2ccccn2)Nc2ccccc2-c2nc3ccccc3n21 (configuration not stated) | 27 | 9%[5.75 µM] | 0% | 1.7µM* | 15 | -3% | -2% |
| COc1ccc(C(=O)Nc2ccc(NC(=O)C(C)C)nc2)cc1 | 22 | ? | -18% | 8% | 2 | 1% | 0% |
| COCC1CCCN(Cc2cn[nH]c2-c2cc3ccccc3o2)C1 (configuration not stated) | 57 | nt | ? | -1% | 7 | 0% | -3% |
| CCN(CC)S(=O)(=O)c1ccc(C(=O)NCC(=O)NC2CC2)cc1 | nt | 13% | 2% | -2% | nt | nt | 3% |
| Nc1nc(-c2ccc(Oc3ccccc3)cc2)c(CC(=O)O)s1 | 23 | 40%[activator] | -2% | 20% | 13 | 1% | -18% |
| COc1ccc(C=C(c2nc3ccccc3s2)c2nc3ccccc3s2)cc1O | + | ? | ? | ? | 89* | 3% | -6% |
| C/C(=N/NC(=O)c1ccc(C)s1)c1ccncc1 | 60* | ? | -9% | 36%[activator] | 30* | 3% | -11% |
| COc1ccccc1-c1noc2ncnc(Nc3ccc4c(c3)OCO4)c12 | 16 | ? | 24% | -8% | -4 | 9% | -3% |
| Cc1ccc2oc(=O)c(/C=C(\O)c3cccs3)nc2c1 | 77* | ? | 2% | 3% | 72* | 8% | -13% |
| N#CC1(NC(=O)CN2C(=O)c3ccccc3C2=O)CCCCC1 | nt | -26% | 14% | 0% | nt | nt | -1% |
| CS/C(=N\S(=O)(=O)c1ccccc1)c1ccccc1 | -10 | 15% | 10% | 8% | -2 | 2% | 14% |
| c1ccc(CNc2nc3ccccc3n3cnnc23)cc1 | -1 | 39%[activator] | 31%[activator] | nt | -6 | 6% | 2% |
| COc1ccc(-n2c(Cc3cccn3C)nnc2SCC(=O)NCC2CCCO2)cc1 (configuration not stated) | 10 | -38% | 6%&-4% | -23% | -2 | 4% | -2% |

Among those listed so far, 3 have a furan ring, fused or not:
| Molecule | Shiga toxin inh | Pf growth 96h | HCV inh | Pf growth 48h | CHX counter | LmPK inhibitor | Tb PYK inh |
| --- | --- | --- | --- | --- | --- | --- | --- |
| O=C(NCCN1CCOCC1)c1ccc(CS(=O)(=O)Cc2ccccc2F)o1 | -23 | nt | 17% | -1% | -3 | -3% | -4% |
| CCCN(CC(=O)Nc1cc(Cl)ccc1Cl)C(=O)/C=C/c1ccco1 | 126* | ? | ? | ? | 55* | 4% | -2% |
| COCC1CCCN(Cc2cn[nH]c2-c2cc3ccccc3o2)C1 (configuration not stated) | 57 | nt | ? | -1% | 7 | 0% | -3% |

Some of these compounds in order of SMILES length, highest first.
| Molecule | Shiga toxin inh | Pf growth 96h | HCV inh | Pf growth 48h | CHX counter | LmPK inhibitor | Tb PYK inh |
| --- | --- | --- | --- | --- | --- | --- | --- |
| CN1CCN(c2ccccc2NC(=O)C(Cc2ccccc2)n2cccc2)CC1 (configuration not stated) | 3 | ? | 7% | 10µM* | -3 | 6% | -3% |
| Nc1nc(-c2ccc(Oc3ccccc3)cc2)c(CC(=O)O)s1 | 23 | 40%[activator] | -2% | 20% | 13 | 1% | -18% |
| CC1(c2ccccn2)Nc2ccccc2-c2nc3ccccc3n21 (configuration not stated) | 27 | 9%[5.75 µM] | 0% | 1.7µM* | 15 | -3% | -2% |

Additional results.
| Molecule | Shiga toxin inh | Pf growth 96h | HCV inh | Pf growth 48h | CHX counter | LmPK inhibitor | Tb PYK inh |
| --- | --- | --- | --- | --- | --- | --- | --- |
| Cc1ccc2nc(/C(C#N)=C/c3ccccc3C(=O)O)[nH]c2c1 | 55 | ? | 12% | 2.1µM* | 18* | -1% | -6% |
| Cc1cc(CN2CCC(n3nccc3NC(=O)c3ccccc3C)CC2)n[nH]1 | -4 | ? | 4% | 10% | -2 | 1% | 2% |
| COC(=O)c1ccc(Cn2cc(C(F)(F)F)cc([N+](=O)[O-])c2=O)cc1 | -13 | -25% | 3% | -1% | -3 | 13% | 3% |
| CC(=O)N(C)/C=C1\Sc2ccccc2C1=O | 42 | 20% | -6% | 51%[activator] | 17* | 10% | 1% |
| CN(c1ccccc1)S(=O)(=O)c1ccc(C(=O)Nc2nccs2)cc1 | -8 | ? | 10% | nt | -1 | 1% | 0% |
| CC1Oc2ccccc2N(CC(=O)NCC2CCCO2)C1=O (configuration not stated) | -7 | nt | 21% | 22% | 1 | -1% | 2% |
| C/C(=N\NC(=O)C(N)=O)c1ccc2c(c1)OCCO2 | 19 | -19% | 19% | 81% | 15 | -1% | 1% |
| CCCCN1CNC(=S)N(CCc2ccccc2)C1 | -11 | ? | -11% | -5% | -4 | -6% | -7% |
| Cc1ccc(C(=O)N/C(=C\c2ccc(Cl)cc2)C(=O)NCCN2CCOCC2)cc1 | 3 | ? | -7% | -4% | 7 | -2% | -2% |
| Cc1ccc(NC(=O)CNCc2ccccc2)cc1Br | 59 | 21% | -14% | 13% | 15 | -8% | -11% |
| O=C(CSCCO)Nc1ccc(C2CCCCC2)cc1 | 97* | nt | 6% | 80%[activator] | 48* | 1% | -5% |
| O=C(/C(=N\O)n1cncn1)c1ccc(Cl)cc1Cl | 35 | 19% | 4% | -2% | 4 | 1% | -7% |
| COC(=O)c1cc(Cl)c(NC(=O)c2ccc(C(C)(C)C)cc2)cc1OC | 44* | 44%[activator] | ? | 14% | 26* | 2% | 6% |
| Cc1ccc(-n2c(-c3nn(C)cc3Cl)n[nH]c2=S)cc1 | -3 | -5% | 20% | -9% | 8 | -19% | ? |
| CCOc1ccc(CCNC(=O)CN2C(=O)c3cccnc3Oc3ccc(Cl)cc32)cc1 | 20 | ? | ? | ? | 12 | 3% | -4% |
| Cc1ccc(N2C(=O)CC(NNC(=O)Cc3ccc(F)cc3)C2=O)cc1Cl (configuration not stated) | 0 | 0% | -1% | 22% | -2 | 0% | -2% |
| CN(C)CCC#CC(O)(c1ccccc1)c1ccccc1 | -9 | ? | 15% | 12µM* | -2 | 0% | -5% |
| COC(=O)c1cccc(Cn2c(Cl)c(/C=N/NC(=O)c3ccccc3Cl)sc2=O)c1 | -8 | 4.7µM* | ? | ? | -4 | 0% | -8% |
| O=C(COC(=O)c1cc(Cl)nc2ccccc12)c1ccc(Cl)cc1 | -7 | 2% | 18% | -9% | 0 | 3% | 0% |
| CCOP(=O)(O)c1ccccc1OCCCCCOc1ccccc1P(=O)(O)OCC | -4 | 0% | -3% | 41%[activator] | 0 | -2% | 3% |
| O=C(OCc1nc2ccccc2s1)C1CCN(S(=O)(=O)c2cccs2)CC1 | 97* | 15% | 17% | 102%[activator] | 35* | 4% | 1% |
| COc1ccc(C(CNC(=O)c2nn(-c3ccccc3)c(=O)c3ccccc23)N2CCOCC2)cc1 (configuration not stated) | nt | 10µM* | 0% | -49% | nt | nt | -2% |
| Cc1ccc2nc3c(c(N)c2c1)CCN3c1ccccc1 | 27 | ? | ? | ? | 13 | 0% | -5% |
| COc1ccc(/C=C/C(=O)NC(=S)NNC(=O)c2cc(OC)c(OC)c(OC)c2)cc1OC | 20 | ? | ? | ? | 10 | 2% | 3% |
| CCN(CC)c1ccc(N2C(=O)/C(=C/c3cccnc3)SC2=S)cc1 | 1 | ? | -1% | ? | -4 | -1% | -9% |
| CC(C)N1CCN(Cc2cccs2)CC1CCO (configuration not stated) | -11 | ? | -5% | -22% | 2 | 0% | 4% |
| COc1ccc(C(C)C)cc1S(=O)(=O)NC1CCCC1 | -3 | 17% | 13% | ? | 0 | 4% | 3% |
| CCSc1nc2sc3c(c2c(=O)n1C1CCCCC1)CCN(C)C3 | -6 | -5%[5.75 µM] | -25% | 1.3µM* | -2 | 1% | -3% |
| CCOC(=O)c1sc2cc([N+](=O)[O-])cc(SCCO)c2c1N | -2 | 26% | ? | 9% | -3 | 1% | -8% |
| COc1ccc(-n2c(Cc3cccn3C)nnc2SCC(=O)NCc2ccc(F)cc2)cc1 | 17 | -6% | -3%&1% | 8.3µM* | 4 | 1% | -9% |
| Cc1ccc(NC(=O)c2ccccc2)cc1OC(=O)c1ccccc1 | -3 | 58%[activator] | -19% | 51%[activator] | 13* | -3% | ? |
| Oc1[nH]c(=S)sc1/C=C1\C(c2ccccc2)=Nc2ccccc21 | -3 | 40%[activator] | ? | 15% | 8 | -9% | -15% |

Screens: PubChem, National Center for Advancing Translational Sciences (NCATS)
